PLK1 kinase inh: PLK1 (human) kinase inhibition; P53350; recombinant PLK1 kinase, TR-FRET peptide phosphorylation; inhibition, % at 10 µM; 97,000 compounds, 0.53% hits; AID 619;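 active means inhibition of 50% or more in the single-concentration screen; inactive means inhibition below 50%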;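 further: 0% = DMSO max control and 100% = H-89 dihydrochloride min control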
Rev-RRE block: inhibitors of HIV-1 Rev-RRE RNA interaction. inhibition, % at 8 µM. 97,000 compounds, 0.79% hits. AID 704. Rev peptide-RRE RNA binding, FRET;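 active means inhibition above the screen-wide mean plus 3 SD, cut at about 35% in these data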;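 further: 0% = median DMSO wells and 100% = median Neomycin B control wells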
Target sequence (P05866 whole entry, looked up): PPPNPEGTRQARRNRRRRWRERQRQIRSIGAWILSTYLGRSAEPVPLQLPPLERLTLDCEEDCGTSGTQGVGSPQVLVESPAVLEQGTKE
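Test system: Cy5-tagged RRE RNA duplex with fluorescein-tagged Rev peptide | Read-out: % inhibition of FRET ratio versus controls | Probe or stimulus: Labelled Rev peptide | Incubation: 5 min RNA-compound premix plus 15 min binding step, 25 °C | Technique: FRET fluorescence readout | Benchmarks: DMSO low control, neomycin B high control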
ERa SRC1 inh: blocks coactivator binding to human estrogen receptor alpha | 86,000 compounds, 1.7% hits | TR-FRET ER-alpha LBD / SRC-1 peptide, estradiol-bound | P03372 | AID 629 | inhibition, % at 25.6 µM; in the data active means inhibition above about 50%;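 further: 0% = receptor plus peptide control and 100% = peptide only without receptor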
PLK1 PBD inh: blocks phosphopeptide binding to human Plk1 polo box domain | 97,000 compounds, 0.13% hits | inhibition, %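 (tested at about 20 µM)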 | P53350 | Plk1 PBD phosphopeptide binding, fluorescence polarization; in the data active means inhibition above about 34%, passing the limit was not always enough
ERa coact pot: enhances coactivator binding to human estrogen receptor alpha; P03372; TR-FRET ERalpha-LBD/SRC-Cy5 coactivator binding, 2 h; 100 = basal binding, no effect; coactivator binding (% of control), % at 25.6 µM; 86,000 compounds, 1.3% hits; AID 639; in the data active means activity above about 200%;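 further: binding measured in presence of low estradiol as agonist stimulus; 0% = peptide alone without receptor and 100% = receptor with peptide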
Mac1 fbg enh: CD11b/CD18-fibrinogen binding enhancement | activation, % at 10 µM | AID 1499 | K562 CD11b/CD18 adhesion to fibrinogen, ATPlite luminescence | 93,000 compounds, 0.07% hits | P05107+P11215;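 active means 10 µM primary screen giving 50% or more activity, confirmed by 40% or more on retest at that dose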; further: strong numbers were not always called active
FAK inh: FAK (human) kinase inhibition; biochemical FAK kinase activity assay; inhibition, %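 (tested at 7 µM)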; 97,000 compounds, 0.84% hits; AID 727; in the data active means inhibition above about 19%;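 further: 0% = DMSO and 100% = reference compound high control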
Mac1 fbg inh: blocks human CD11b/CD18 adhesion to fibrinogen; P05107+P11215; K562 CD11b/CD18 adhesion to fibrinogen, ATPlite luminescence; Mn2+ added to activate the integrin; inhibition, % at 10 µM; 93,000 compounds, 0.54% hits;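 active means primary inhibition of 50% or more at 10 µM, then 40% or more on retest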; further: some results filed as inactive read as strong as hits
ERb SRC1 inh: blocks coactivator binding to human estrogen receptor beta. TR-FRET ER-beta LBD / SRC1-Cy5 peptide binding; receptor agonist-loaded with 1 µM estradiol. 86,000 compounds, 1.3% hits. Q92731. inhibition, % at 25.6 µM;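 active means compounds whose percent inhibition of the receptor-coactivator binding signal exceeds about 50% in the single-dose screen, limit read from the data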;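 further: 0% = receptor plus peptide wells without compound and 100% = peptide-only wells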
Target sequence (Q92731 whole entry, looked up, the tested form may be a part): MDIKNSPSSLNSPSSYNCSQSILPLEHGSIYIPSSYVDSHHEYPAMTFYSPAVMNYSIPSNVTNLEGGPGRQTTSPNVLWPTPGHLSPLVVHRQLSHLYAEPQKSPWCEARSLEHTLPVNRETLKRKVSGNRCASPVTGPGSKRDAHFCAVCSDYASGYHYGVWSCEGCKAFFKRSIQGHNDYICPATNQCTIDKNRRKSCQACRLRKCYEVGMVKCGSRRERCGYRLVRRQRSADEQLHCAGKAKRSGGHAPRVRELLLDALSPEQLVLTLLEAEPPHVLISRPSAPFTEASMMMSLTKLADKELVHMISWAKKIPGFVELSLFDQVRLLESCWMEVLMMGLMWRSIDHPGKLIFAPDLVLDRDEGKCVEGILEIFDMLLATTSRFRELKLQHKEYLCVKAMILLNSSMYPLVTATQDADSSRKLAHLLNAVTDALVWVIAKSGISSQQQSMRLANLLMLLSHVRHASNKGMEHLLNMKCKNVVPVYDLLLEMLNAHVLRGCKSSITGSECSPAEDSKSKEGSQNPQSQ
* = called active by the depositor; x = no result given; [ ] = remark or other dose.

No. | Molecule | PLK1 kinase inh | Rev-RRE block | ERa SRC1 inh | PLK1 PBD inh | ERa coact pot | Mac1 fbg enh | FAK inh | Mac1 fbg inh | ERb SRC1 inh
1 | COC(=O)C1=C(C)Nc2c(c(=O)n(C)c(=O)n2C)C1c1cccnc1 (stereo not drawn) | -14 | 10 | -17 | -22 | 91 | x | 1 | x | -12
2 | Cn1c(SCC(=O)NCc2ccco2)nnc1-c1ccccc1 | -9 | 1 | -15 | -37 | 86 | x | -1 | x | 0
3 | O=C1[C@@H]2C(Cc3ccc(O)cc3)NC3(C(=O)Nc4ccc(F)cc43)[C@@H]2C(=O)N1c1ccccc1 (stereo partly drawn) | -8 | 6 | 8 | 7 | 69 | -1 | -2 | 0 | 10
4 | Cc1ccc2c(c1)sc1nc(=O)n(-c3ccc(Cl)c(Cl)c3)c(=O)n12 | -2 | 2 | x | 9 | x | 29 | 4 | 10 | x
5 | O=C1c2cccc3cccc(c23)C(=O)N1c1cccnc1 | -11 | 11 | 5 | -27 | 95 | -3 | 3 | 4 | 5
6 | CC(=O)Nc1ccc(S(=O)(=O)n2cnc3cc(C)c(C)cc32)cc1 | -8 | 8 | 17 | 0 | 88 | 1 | -3 | 21 | 7[fluorescence artefact?]
7 | COCCn1c(=O)[nH]c2cc(C(=O)NCC3CCCO3)ccc2c1=O (stereo not drawn) | -9 | 10 | -10 | -18 | 108 | -5 | 3 | 3 | -12
8 | FC(F)(F)c1cc(-c2ccco2)nc(N2CCN(c3ccccc3)CC2)n1 | -15 | 12 | -5 | -7 | 103 | 1 | 0 | -3 | -7
9 | COc1ccc(CCN2CC3=C(C2=O)C(c2ccccc2)NC(=O)N3C)cc1OC (stereo not drawn) | x | x | -16 | x | 122 | -2 | x | -5 | -7
10 | COc1ccc(S(=O)(=O)NCCSc2ccccc2)cc1OC | 2 | -1 | 1 | 11 | 95 | -3 | -2 | -12 | 2
11 | COc1ccc(NC(=S)Nc2ccc3nc(C)c(C)nc3c2)cc1 | -8 | 2 | x | -12 | x | x | 3 | x | x
12 | Fc1ccc(CSc2nc3ncc(Br)cc3[nH]2)cc1 | -33 | 12 | 50 | -5 | 132 | 12 | 8 | -17 | 29
13 | COc1ccc(C2SCCN2S(=O)(=O)c2ccccc2)cc1OC (stereo not drawn) | 2 | 9 | 6 | 5 | 86 | 2 | 4 | 13 | 7
14 | CN(C)S(=O)(=O)Oc1ccsc1C(=O)Nc1cccc(Cl)c1 | -7 | 10 | x | -5 | x | x | -2 | x | x
15 | CC(=C1C(=O)c2ccccc2C1=O)N1CCc2ccccc2C1 | -9 | 8 | 9 | -8 | 119[fluorescence artefact?] | 0 | 5 | -24 | 4
16 | CCS(=O)(=O)N1CCN(c2ccc([N+](=O)[O-])c(NCc3ccccc3)c2)CC1 | -7 | 4 | x | 8 | x | 0 | 3 | -3 | x
17 | C=CCN(C(=O)Nc1ccc(Cl)cc1)C1CC(=O)N(c2ccc(OC)cc2)C1=O (stereo not drawn) | -5 | 9 | -43 | -9 | 104 | 3 | 0 | 2 | -32
18 | CCOC(=O)Nc1c(C(=O)OC)[nH]c2cccc(OC)c12 | -2 | 7 | -3 | 0 | 104 | 3 | 0 | -53 | 0[fluorescence artefact?]
19 | CCOC(=O)C(NC(C)=O)(N1CCc2ccccc2C1)C(F)(F)F (stereo not drawn) | 2 | -1 | -17 | -3 | 118 | -1 | -3 | 1 | -11
20 | CCn1c(SCC(=O)Nc2nonc2C)nnc1-c1ccco1 | -2 | 6 | -4[fluorescence artefact?] | -12 | 123 | 4 | 0 | 13 | -1
21 | O=C(c1cccs1)N1N=C(c2ccccc2)CC1c1ccccc1 (stereo not drawn) | -22 | 13 | x | -1 | x | -1 | 5 | -28 | x
22 | CC1CCCC(C)N1S(=O)(=O)c1ccc(S(=O)(=O)NCCc2ccncc2)cc1 (stereo not drawn) | -5 | 8 | -3 | 15 | 102 | x | -1 | x | -3
23 | COc1ccc(NC(=O)CCN2CCCC2)c(OC)c1 | 9 | 11 | -8 | 0 | 128 | x | -1 | x | 0
24 | O=C(c1ccco1)N1CCN(Cc2nc3ccc([N+](=O)[O-])cc3c(=O)n2-c2ccccc2F)CC1 | 3 | 19 | -10[fluorescence artefact?] | 16 | 85 | 0 | -1 | 4 | 3
25 | C=CCc1c(C)nc2c(C(=O)O)cnn2c1C | 0 | 3 | 39 | 28 | 123 | 2 | 4 | -13 | 4
26 | Nc1nc2n(n1)C(c1ccco1)CC(c1ccc(Cl)c(Cl)c1)N2 (stereo not drawn) | 2 | 14 | -3 | -6 | 102 | 14 | 4 | 23 | 12
27 | O=C(NCCc1ccccc1)C1CCN(S(=O)(=O)c2ccccc2)CC1 | -6 | 0 | -2 | -11 | 95 | 0 | -1 | -42 | -8
28 | CCCCCn1c(CN2CCN(Cc3ccccc3)CC2)nc2c1c(=O)n(C)c(=O)n2C | -12 | -1 | -8 | 2 | 105 | x | 0 | x | -3[fluorescence artefact?]
29 | CCCCOc1cccc(/C=N/NC(=O)c2csc(C)c2C)c1 | -4 | 13 | x | -25 | x | -3 | 0 | 2 | x
30 | CNC(=O)c1ccc(N(Cc2ccccc2C)S(C)(=O)=O)cc1 | -5 | 4 | x | -6 | x | 1 | 1 | -22 | x
31 | Nc1ccc(N2CCOCC2)c(Cl)c1 | -6 | 2 | -18 | 3 | 109[fluorescence artefact?] | -2 | 0 | -9 | 2
32 | CCS(=O)(=O)c1ccc2oc(Nc3ccc(C(C)C)cc3)nc2c1 | -15 | 10 | 11[fluorescence artefact?] | 0 | 102[fluorescence artefact?] | 0 | 1 | -31 | 2[fluorescence artefact?]
33 | COc1ccc(C2=NCC(CSc3nnc(-c4ccc5c(c4)OCO5)o3)S2)cc1 (stereo not drawn) | -2 | 4 | -1 | 0 | 151 | -7 | -10 | 85 | 5
34 | CCOC(=O)N1CCC(NC(=O)c2cn(-c3ccc(OC)cc3)c(=O)c3ccccc23)CC1 | -8 | 2 | x | -5 | x | x | -10 | x | x
35 | CCOC(=O)C(C(=O)OCC)C(Nc1cccc(Br)c1)c1ccccc1 (stereo not drawn) | -4 | 17 | x | -18 | x | 8 | -1 | -22 | x
36 | Cc1ccc(C)c(NS(=O)(=O)c2c(C)nn(C)c2C)c1 | -6 | 4 | 6[fluorescence artefact?] | 5 | 93 | -4 | -3 | -1 | 6
37 | O=C(Nc1ccc(Cl)cc1)N(Cc1cccs1)Cc1cccs1 | -7 | 6 | -1 | 27 | 115 | 0 | 2 | -53 | -6
38 | O=C(NCc1cccs1)C1CC(=O)N(c2ccccc2)C1 (stereo not drawn) | -5 | 8 | 4 | 12 | 96 | 6 | -1 | -8 | 7[fluorescence artefact?]
39 | Cn1c(SCCS(=O)(=O)c2ccc(Cl)cc2)nnc1-c1ccccc1 | -8 | 2 | 0 | -33 | 88 | x | -2 | x | -8[fluorescence artefact?]
40 | CSc1nnc2c3ccccc3c3ccccc3c2n1 | -12 | 1 | x | -26 | x | x | 4 | x | x
41 | c1cncc(-c2nn[nH]n2)c1 | -3 | 3 | 4 | -6 | 97 | 0 | 1 | 5 | 63*[fluorescence artefact?]
42 | Cc1cccc(OC(=O)c2cn(C)nc2C(F)(F)F)c1C | -8 | 13 | -6 | 3 | 77[fluorescence artefact?] | -4 | -2 | -18 | -2
43 | OC1(C2(O)CC(c3ccccc3)ON2)CCCCC1 (stereo not drawn) | x | x | 2[fluorescence artefact?] | x | 113[fluorescence artefact?] | -1 | x | -5 | 3[fluorescence artefact?]
44 | COc1ccc(N2CSC3=C(C#N)C(c4cc(OC)ccc4OC)CC(=O)N3C2)c(OC)c1 (stereo not drawn) | -14 | 17 | -9[fluorescence artefact?] | -20 | 84[fluorescence artefact?] | -5 | -6 | -6 | 15
45 | CCSC1=NC(C)(C)C=C(/C=C/c2ccc(Cl)cc2Cl)N1 | -2 | 3 | 9 | 10 | 81 | -3 | 2 | -16 | -2
46 | CCC(C)(C(=O)NC1CCCCC1)N(C(=O)c1cnccn1)c1c(C)n(C)n(-c2ccccc2)c1=O (stereo not drawn) | 0 | 2 | -14 | 0 | 115 | 89 | -1 | 10 | -12
47 | CCCCSC1=C(C#N)C(c2ccccc2C)CC(=O)N1 (stereo not drawn) | -6 | 5 | 1 | -6 | 94 | 0 | 3 | -7 | 1
48 | O=C(Nc1nnc(C2CC2)s1)c1cc(S(=O)(=O)N2CCN(c3ccccc3)CC2)ccc1Cl | -8 | 1 | 4 | 5 | 179 | x | -1 | x | 1
49 | O=C(Nc1ccc2c(c1)OCO2)C(c1ccc(Cl)cc1)N1CCN(C(=O)c2ccco2)CC1 (stereo not drawn) | -7 | 8 | -1 | -7 | 94 | 1 | 3 | 7 | -1
50 | O=S(=O)(c1ccccc1)N(CC(O)CN1CCCCC1)c1ccccc1 (stereo not drawn) | -5 | 4 | 4 | -11 | 117 | -2 | 0 | -3 | 1
51 | CSCc1nnc(NC(=O)c2ccc(S(=O)(=O)N(CC(C)C)CC(C)C)cc2)o1 | -6 | 11 | x | 11 | x | 2 | 4 | 2 | x
52 | COc1ccccc1N1CCN(C(=O)c2oc3ccccc3c2C)CC1 | x | x | -3 | x | 107 | -4 | x | 12 | -7[fluorescence artefact?]
53 | COc1ccc(-n2ncc3c(N4CCC(C(N)=O)CC4)ncnc32)cc1 | 2 | 6 | -5 | -9 | 107 | x | 2 | x | -11

Source: PubChem
